# TDP-43 yeast inh: rescues yeast growth from TDP-43 toxicity. TDP-43 expressing yeast growth rescue, BacTiter-Glo, 24 h. Potency, µM (highest dose often 46.1 µM), inactives show at the top dose growth rescue (activation), usual class: activators. hit rate 1.8% among 410,000. AID 652104; note: potency is the fitted concentration of half-maximal effect; % of control where 0% means no effect; nearly all actives have a fitted effect of over 50% in size
#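 Cell-based yeast growth screen: TDP-43 expression induced in galactose, inoculum OD600=0.02 after raffinose pregrowth to mid-log. Read-out BacTiter-Glo luminescence at 24 hr, 30 deg C; inhibition of toxicity seen as signal increase.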
# FUS suppressor: FUS proteinopathy suppression in yeast; S. cerevisiae FUS-expressing, growth rescue, OD600, 24 h; Potency, µM (top dose mostly 76.6 µM), for inactives: at the top dose growth rescue (activation), hits mostly activators; hit rate 0.24% among 390,000; AID 1347120;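 note: potency is the fitted concentration of half-maximal effect; plate controls were DMSO vehicle for no effect and reference control for full effect; nearly all actives have a fitted effect of over 55% in size; some results filed as inactive show a strong effect at the top dose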
#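 Steps: raffinose overnight preculture; dilution to OD 0.005 in 2% galactose minimal medium; compound addition (concentration series); 24hr at 30C, 99% humidity; absorbance read at 600 nm.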
# D3 ag: activates the human D3 dopamine receptor. D3R DiscoveRx beta-arrestin cells, luminescence, 90 min. hit rate 0.58% among 410,000. max activation, %; in the data active = max activation above about 30%; note: 0% is about no effect; mostly tested at two doses, the higher about 12 µM
# Target sequence (P35462 whole entry, looked up): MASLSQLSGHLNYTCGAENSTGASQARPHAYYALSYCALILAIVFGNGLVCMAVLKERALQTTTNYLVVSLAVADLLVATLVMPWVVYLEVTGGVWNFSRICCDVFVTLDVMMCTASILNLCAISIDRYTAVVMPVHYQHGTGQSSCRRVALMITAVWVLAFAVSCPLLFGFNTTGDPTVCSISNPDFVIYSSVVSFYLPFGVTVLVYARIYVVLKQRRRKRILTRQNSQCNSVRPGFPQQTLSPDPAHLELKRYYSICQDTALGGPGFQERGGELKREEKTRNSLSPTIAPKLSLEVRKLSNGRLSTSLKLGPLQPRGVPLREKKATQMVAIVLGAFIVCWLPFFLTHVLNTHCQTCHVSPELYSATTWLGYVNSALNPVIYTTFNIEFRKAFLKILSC
#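 Agonist-mode cell screen: cells plated at 1500/well and incubated overnight at 37 °C, then exposed to library compounds for 90 min at 37 °C. Detection reagent was added for 30–60 min at room temperature, and luminescence was read.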
# Abeta rescue: restores growth of yeast expressing A-beta42 peptide | AID 1347071 | hit rate 0.063% among 410,000 | Potency, µM (series often up to 46.1 µM), for inactives: at the highest dose growth rescue, actives largely listed as activators | yeast expressing A-beta42, growth rescue, OD600, 48 h; response scale: 0% DMSO, 100% iron-clioquinol control; note: potency is the fitted concentration of half-maximal effect; nearly all actives have a fitted effect of over 55% in size
#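 Yeast growth medium received pinned compounds, then yeast cells expressing toxic A-beta were added; plates incubated at 30 C for 48 hr. Growth read as absorbance at 600 nm, normalized to DMSO and equimolar FeCl3 plus clioquinol controls.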
# aSyn yeast inh: rescues yeast growth from alpha-synuclein toxicity; hit rate 0.14% among 370,000; Yeast expressing alpha-synuclein, growth rescue, BacTiter-Glo, 24 h; Potency, µM (doses to about 46.1 µM), for the others: at the top dose growth rescue (activation), hits mostly activators; note: potency is the fitted concentration of half-maximal effect; % of control where 0% means no effect; nearly all actives have a fitted effect of over 65% in size
#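 Rescue of yeast growth: cells expressing toxic alpha-synuclein, induced in galactose at OD600 0.02, incubated with compound 24 h at 30 C. ATP luminescence quantified growth; inhibitors of toxicity appear as activators.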
# EPAC2 ag: agonists of human EPAC2 (RAPGEF4) | Q8WZA2 | EPAC2 activation, biochemical qHTS; response scale: 100% = 6.5 mM cAMP response | Potency, µM (top dose mostly 154 µM), for the others: top-dose activation, actives largely listed as activators | hit rate 0.079% among 360,000 | AID 720711; note: potency is the fitted concentration of half-maximal effect; nearly all actives have a fitted effect of over 50% in size
#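 In this primary screen, activation is scored as increased exchange of BODIPY-GDP from Rap1B by 100 nM EPAC2, with 50 uM GDP as competitor. Signal is normalized to the 6.5 mM cAMP agonist control.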
# D3 antag: blocks the human D3 dopamine receptor | P35462 | D3R cells, DiscoveRx beta-arrestin luminescence, antagonist mode; hits give low values | max response, negative = inhibition, % | hit rate 2.5% among 360,000 | AID 652054; in the data active = max response below about -50%; inconclusive = no clear call, values can overlap the other calls; note: % is set by controls: 0 for no effect and ±100 for the full control effect; mostly tested at two doses, the higher about 12 µM
#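 Cells expressing the human receptor were seeded at 1500 cells/well, incubated overnight at 37 degrees C in 5% CO2, then exposed to library compounds with dopamine controls for 90 minutes at 37 degrees C before luminescent detection.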
# EPAC2 antagonist: EPAC2 (human) antagonism. Q8WZA2. EPAC2 GEF exchange of Rap1B-BODIPY-GDP, fluorescence. Potency, µM (highest dose often 114 µM), inactives show at the top dose activity, negative = inhibition, usual class: inhibitors. hit rate 0.18% among 360,000; note: potency is the fitted concentration of half-maximal effect; % is set by controls: 0 for no effect and ±100 for the full control effect; nearly all actives have a fitted effect of over 45% in size; many of its hits are not listed in these tables
# Numbers without * were called inactive; u = inconclusive; x = not tested or not shown; & = joins results of further samples; [ ] = remark or other dose. Unless noted, calls come from the whole dose curve; as a rule, active = well fitted curve in the direction sought with a large enough effect; inconclusive = small, poorly fitted or top-dose-only effect, or another doubt; inactive = no such curve, though single readings can be large; an effect the other way counts as inactive or inconclusive.
# Screens in order: TDP-43 yeast inh | FUS suppressor | D3 ag | Abeta rescue | aSyn yeast inh | EPAC2 ag | D3 antag | EPAC2 antagonist
Cc1cccc(-c2nc(CN3CCN(C(=O)C4CCCO4)CC3)cs2)c1 (stereo unspecified)
  8% | x | -36 | 0% | -4% | 1% | -24 | -2%
COc1ccc2[nH]c(=O)c(CN(C(C)=O)c3ccc(C)c(C)c3)cc2c1
  -7% | 16% | -1 | -9% | -5% | 14% | 8 | 2%
CC1COc2ccccc2N1C(=O)c1cccnc1Cl (stereo unspecified)
  -10%[1.82 µM] | 3% | 15 | -1% | 5% | 3% | -19 | -5%
COc1ccc(CN2CCNC(=O)C2CC(=O)N2CCCN(C(C)=O)CC2)cc1OC (stereo unspecified)
  0% | -6% | 0 | 16% | 0% | 6% | 3 | -5%
O=C(Cc1ccc(Br)cc1)OCC(=O)N1CCOCC1
  1% | 4% | -1 | -9% | -6%[1.84 µM] | 4% | -10 | 0%
O=C(CSc1nc2ccccc2c(=O)n1-c1ccc(F)cc1)Nc1ccc(Cl)c(S(=O)(=O)N2CCOCC2)c1
  -5% | x | 0 | -11% | -1% | 11% | -7 | -5%
COc1ccccc1CN=Cc1[nH]c2ccc(Br)c(Cl)c2c1O
  -5% | -1% | -3 | -9% | -2% | 3% | -21 | 0%
CCCCNC(=O)Nc1ccc2c(c1)N(C)C(=O)c1ccccc1S2
  -7%&-5% | 27%&16% | 0&3 | -7%&6% | 8% | 5% | 0 | -1%
COc1ccc2c(CC(=O)OCC(=O)Nc3ccc(C)cc3)coc2c1
  15% | -1% | 2 | 0% | -2% | 8% | 3 | -20%
O=C(C1=C[C@@H](c2ccc(C(F)(F)F)cc2)C[C@@H](OCc2ccc(CO)cc2)O1)N1CCOCC1
  11% | 22% | 5 | -5% | 6% | 3% | 8 | 6%
CN(C)C(=O)c1nc2ccc(Cl)cn2c1CN1CCCC(OCc2ccccc2)C1 (stereo unspecified)
  -16% | 0% | 4 | 3% | 0% | 8% | -5 | -1%
CC1CCCCN1CCNC(=O)CN1C(=O)COc2ccccc21 (stereo unspecified)
  -5% | -14% | 3 | 12% | -9% | 7% | 8 | 5%
COc1ccc(OC)c2sc(N(CCCN(C)C)C(=O)CCS(=O)(=O)c3ccccc3)nc12
  -3% | 2% | -19 | 3% | -5% | 2% | -16 | -2%
COc1ccc(CC(=O)NCC(c2ccc(OC)cc2)N(C)C)cc1 (stereo unspecified)
  15% | -18% | -7 | 8% | -13% | 3% | 2 | 4%
CCOC(=O)c1c(C)[nH]c(C)c1S(=O)(=O)N1CCC(C(=O)NCc2ccc(OC)cc2)CC1
  -4% | -10% | -11 | -18% | x | x | x | x
CCOc1cc(/C=N/NS(=O)(=O)c2ccccc2)ccc1OS(=O)(=O)c1ccc(C)cc1
  17% | 29% | 1 | 16% | -1% | -1% | -4 | -4%
OCC1(Cc2ccc(F)cc2F)CCCN(CCCc2ccccc2)C1 (stereo unspecified)
  1% | -10% | -22 | 14% | 5% | 7% | -11 | 12%
COc1ccc(OC)c(C(C)NC(=O)C(C)n2cc([N+](=O)[O-])cn2)c1 (stereo unspecified)
  10% | -6% | 0 | 2% | 1% | 4% | 11 | 0%
CCc1nc2ccc(C(=O)N(C)CC(=O)Nc3ccc(F)c(F)c3F)cc2nc1CC
  -15% | 25% | -8 | -5% | 1% | 0% | -16 | -3%
O=C(NCCSc1ncc(-c2ccc(F)cc2)[nH]1)c1ccco1
  14% | 9% | -8 | 9% | -7% | 3% | 3 | 21%
CCc1noc(C)c1C(=O)N1CCN(S(=O)(=O)c2cc(C)ccc2C)CC1
  13% | x | -9 | -6% | 3% | 6% | 3 | 6%
COc1ccc(-c2c(=O)n(OCc3ccccn3)c3ccccc3[n+]2[O-])cc1OC
  0% | 0% | 0 | -19% | -6% | -1% | 7 | 19%
CCOc1ccc(-c2nc(N)ncc2-c2ccc(OC)cc2)c(O)c1
  10% | x | 2 | -13% | 17% | 2% | -14 | -19%
CCC1CN(C(=O)C2CCN(S(=O)(=O)c3c(C)noc3/C=C/c3ccccc3F)CC2)c2cc(C)ccc2O1 (stereo unspecified)
  23% | 18% | 0 | -5% | x | x | x | x
N#C/C(=C/c1ccc(CNS(=O)(=O)c2ccccc2)o1)C(N)=O
  7% | x | -3 | 12% | 0% | -2% | u | -6%
CS(=O)(=O)Nc1ccccc1NS(C)(=O)=O
  -16% | 7% | -6 | 3% | 0% | 11% | -21 | -7%
CC(C)CC(=O)NCc1ccc(F)cc1
  -12% | -13% | -1 | 3% | 0% | -1% | 14 | 7%
O=C(NCc1cccc2ccsc12)c1cccs1
  u | -16% | 0 | -2% | 2% | 2% | 7 | -30%
CCc1nc2ccccc2c2nc3ccccc3n12
  0% | 5% | 3 | 2% | 3% | -1% | 5 | -4%
COC(=O)C1(c2ccccc2)NC(c2cccs2)C2C(=O)N(c3ccccc3)C(=O)C21 (stereo unspecified)
  -15% | x | -8 | -8% | -3% | 8% | 3 | 11%

# Part of the list above, as comma-separated lines:
Compound,TDP-43 yeast inh,FUS suppressor,D3 ag,Abeta rescue,aSyn yeast inh,EPAC2 ag,D3 antag,EPAC2 antagonist
CS(=O)(=O)Nc1ccccc1NS(C)(=O)=O,-16%,7%,-6,3%,0%,11%,-21,-7%
CC(C)CC(=O)NCc1ccc(F)cc1,-12%,-13%,-1,3%,0%,-1%,14,7%

# Given tab-delimited: entries from further up.
mol	TDP-43 yeast inh	FUS suppressor	D3 ag	Abeta rescue	aSyn yeast inh	EPAC2 ag	D3 antag	EPAC2 antagonist
CCC1CN(C(=O)C2CCN(S(=O)(=O)c3c(C)noc3/C=C/c3ccccc3F)CC2)c2cc(C)ccc2O1 (stereo unspecified)	23%	18%	0	-5%	x	x	x	x
N#C/C(=C/c1ccc(CNS(=O)(=O)c2ccccc2)o1)C(N)=O	7%	x	-3	12%	0%	-2%	u	-6%
CS(=O)(=O)Nc1ccccc1NS(C)(=O)=O	-16%	7%	-6	3%	0%	11%	-21	-7%
CC(C)CC(=O)NCc1ccc(F)cc1	-12%	-13%	-1	3%	0%	-1%	14	7%

# The results go on:
# Screens in order: TDP-43 yeast inh | FUS suppressor | D3 ag | Abeta rescue | aSyn yeast inh | EPAC2 ag | D3 antag | EPAC2 antagonist
CCOc1ccc(-c2cc3c(=O)n(Cc4nc(-c5ccc(OCC)c(OC)c5)oc4C)ccn3n2)cc1Cl
  -23% | -25% | -6 | -14% | x | x | x | x
COc1ccc(C(=O)C[n+]2ccc(-c3nnc4n3CCC4)cc2)cc1
  4% | x | -4 | -5% | -1% | -8% | 1 | 1%
COc1cc(OC)cc(OC(=O)C2CCN(C3=NS(=O)(=O)c4ccccc43)CC2)c1
  4% | -5% | 0 | -9% | 0% | 14% | 7 | 6%
CCOC(=O)c1ccc(Nc2nnc(C(C)(C)C)c(=O)[nH]2)cc1
  1% | 16% | -5 | -10% | 1% | -21% | -17 | 8%
Cc1[nH]n(-c2ccc([N+](=O)[O-])cc2)c(=O)c1C=NCCN1CCN(C(=O)C(C)C)CC1
  -55%[inhibitor] | -32% | -5 | -68%[inhibitor] | -54%[inhibitor] | 8% | -25 | -4%
CCNc1ccc(C(=O)OCC)cc1NC(=O)c1cccc(S(=O)(=O)N(C)c2ccccc2)c1
  0% | u | 0 | 19% | 2% | 11% | 13 | 2%
O=C(CCOc1ccccc1)N(Cc1cccnc1)c1nc2c(F)cccc2s1
  5% | 2% | -11 | 12% | x | x | x | x
COc1ccc(/C=N/NC(=O)c2ccccc2O)cc1Cn1cc([N+](=O)[O-])cn1
  -14% | 23% | -12 | -15% | -9% | 4% | -29 | 20%
O=C(O)/C=C\C(=O)Nc1ccccc1F
  -5% | x | 13 | -10% | 9% | 3% | 18 | -29%
O=C(c1cc2ccccc2o1)N1CCN(c2ccccn2)CC1
  -5% | -17% | 2 | -14% | -1% | 8% | 1 | 11%
Cc1ccc(S(=O)(=O)CCC(=O)NCCc2ccccc2)cc1
  -3% | -21% | -5 | -11% | 1% | 1% | -3 | 12%
CC(C)OC(=O)N(C)C[C@H]1OCc2cnnn2CCCC(=O)N([C@H](C)CO)C[C@@H]1C
  9% | -28% | -6 | -3% | -1% | 11% | -20 | -18%
Cc1sc2nc(C3CC3)nc(SCC(=O)N3CC(=O)Nc4ccccc43)c2c1C
  -9% | 20% | 8 | 6% | 2% | 15% | 34 | -2%
CSc1ccccc1NC(=O)c1cccc(S(=O)(=O)N2CCN(C)CC2)c1
  -6% | x | -3 | -19% | -5% | 1% | -23 | 21%
Cc1ccc(C(=O)COC(=O)c2ccc3c(c2)C(=O)N(c2cccc4ncccc24)C3=O)cc1
  20% | 5% | -2 | 7% | -2% | 11% | -1 | 3%
O=C(Nc1ccc(N2CCN(Cc3ccccc3F)CC2)cc1)c1ccc([N+](=O)[O-])o1
  -4% | 14% | -5 | -7% | -9% | 1% | 0 | -2%
CCC(=O)N1c2ccccc2NC2=C(C(=O)CC(C)(C)C2)C1c1cccnc1 (stereo unspecified)
  5% | -6% | 0 | 5% | -5% | 5% | 2 | 2%
CCN(CC)S(=O)(=O)c1ccc2[nH]c(=O)[nH]c2c1
  -30% | 19% | -8 | -3% | -5% | 8% | -16 | 23%
COc1ccc(-c2oc3ccc(-c4cc(OC)c(OC)c(OC)c4)cc3c2C#Cc2ccccn2)cc1
  24% | 9% | 11 | -10% | -3% | 4% | 83 | 6%
CCn1c(/C=C/N(C)c2ccccc2)[n+](CC)c2ccc(Cl)cc21
  4% | -5% | -20 | 8% | -2% | 9% | -24 | 7%
O=C(CSc1nc2ccccc2n1Cc1cccc(F)c1)NCc1ccccc1
  22µM* | 9% | -10 | -13% | x | x | x | x
CC(C)(C)NC(=O)CN(C(=O)CNC(=O)c1cccs1)c1ccccc1F
  -3% | 6% | -1 | -23% | -6% | 7% | -8 | 1%
COC(=O)c1c(N)n(CCCN2CCOCC2)c2nc3ccccc3nc12
  1% | 10% | 5 | 12% | 1% | 1% | 3 | -1%
NC(=Nc1c([N+](=O)[O-])cnc2ccccc12)N1CCOCC1
  23% | -15% | 2 | -6% | -6% | 7% | 0 | 13%

# Source: PubChem BioAssay

# A portion of the library; count on the stated rates, not on these rows.
